Screens (PubChem BioAssay)
E-sel inducer: E-selectin induction on HUVECs. P16581. HUVEC E-selectin immunofluorescence imaging; normalized: neutral wells 0, TNF-alpha wells 100. activation, % at 7.58 µM. 260,000 tested, 0.37% active;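 active means mean E-selectin-positive cell signal at least 10% of the positive control, reached in at least 60% of replicates, without over 20% cell loss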;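 further: in these data hits start at about 27%; measured in HUVEC primary endothelial cells; signal is the percent of cells scored E-selectin positive by PE staining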
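Read-out: % PE-positive cells | Test system: HUVEC | Doses: One compound dose added by pin transfer | Buffer or medium: EGM-2 over gelatin coat | Signal: Immunofluorescence imaging | Benchmarks: TNF-alpha, DMSO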
RAD52 inh: RAD52 (human) annealing inhibition | inhibition, % at 18.7 µM | 360,000 tested, 0.46% active | P43351 | recombinant RAD52 DNA annealing, FRET fluorescence | AID 651710;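 active means every replicate showing at least 50% inhibition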
ERAP1 inh: inhibitors of human ERAP1 aminopeptidase; Q9NZ08; recombinant ERAP1, Leu-AMC fluorescence, 60 min; inhibition, % at 10.7 µM; 340,000 tested, 0.15% active;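 active means mean replicate inhibition of at least 30%, or all replicates individually reaching that 30% level; inactive means mean below 30% and not every replicate reaching it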;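 further: 0% = neutral control wells and 100% = L-leucinethiol positive control wells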
Target sequence (Q9NZ08 whole entry, looked up): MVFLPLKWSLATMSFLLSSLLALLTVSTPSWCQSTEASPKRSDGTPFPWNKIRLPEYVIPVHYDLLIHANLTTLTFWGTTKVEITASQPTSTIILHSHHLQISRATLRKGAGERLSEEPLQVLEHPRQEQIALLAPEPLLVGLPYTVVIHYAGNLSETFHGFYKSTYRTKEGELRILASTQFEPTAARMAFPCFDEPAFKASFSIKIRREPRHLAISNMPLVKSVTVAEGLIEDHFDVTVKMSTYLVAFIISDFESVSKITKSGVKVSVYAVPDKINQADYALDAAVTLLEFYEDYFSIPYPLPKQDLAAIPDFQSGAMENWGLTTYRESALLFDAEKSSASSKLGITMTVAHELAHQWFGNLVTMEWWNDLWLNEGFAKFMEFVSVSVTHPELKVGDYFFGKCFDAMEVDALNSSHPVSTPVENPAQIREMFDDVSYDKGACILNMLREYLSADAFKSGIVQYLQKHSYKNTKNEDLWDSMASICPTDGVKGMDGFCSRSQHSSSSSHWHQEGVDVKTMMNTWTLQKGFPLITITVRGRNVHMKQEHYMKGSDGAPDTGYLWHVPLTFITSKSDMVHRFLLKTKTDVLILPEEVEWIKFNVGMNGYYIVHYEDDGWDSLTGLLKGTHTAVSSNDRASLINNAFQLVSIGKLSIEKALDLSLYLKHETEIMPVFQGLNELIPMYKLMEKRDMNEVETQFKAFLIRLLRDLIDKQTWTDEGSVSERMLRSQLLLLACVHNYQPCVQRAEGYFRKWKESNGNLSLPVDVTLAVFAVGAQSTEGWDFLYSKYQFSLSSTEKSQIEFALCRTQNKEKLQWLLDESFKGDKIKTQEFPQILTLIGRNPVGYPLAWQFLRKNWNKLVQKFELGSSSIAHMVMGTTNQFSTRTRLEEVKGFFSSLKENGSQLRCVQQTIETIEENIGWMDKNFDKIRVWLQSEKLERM
miR-122 sensor: inhibitors of miR-122 in Huh7 cells; Huh7 miR-122 Renilla luciferase sensor, 48 h; neutral wells = 0, positive control = 100; activation (reporter increase), % at 12.5 µM; 340,000 tested, 0.3% active; AID 602342;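 active means mean replicate activation score at least 90 and every replicate individually at or above 90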;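 further: higher luciferase means less miR-122 activity so hits act as miR-122 inhibitors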
PGC1a acetyl inh: lowers PGC1a acetylation signal in U2OS cells | 350,000 tested, 0.17% active | AID 651687 | inhibition, % at 15.6 µM | AlphaScreen anti-acetyl-lysine; with virally co-expressed GCN5 acetyltransferase;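 active means every replicate shows inhibition of at least 40%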;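 further: 0% = neutral control wells and 100% = positive control wells; some results beyond the cut were filed as inactive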
PglD inh: inhibitors of Campylobacter jejuni PglD acetyltransferase | purified PglD enzyme, DTNB colorimetric CoA detection | inhibition, % at 12.5 µM | 360,000 tested, 0.098% active; in the data active means inhibition above about 16%, passing the limit was not always enough; further: strong numbers were not always called active
Cneo AK release: Cryptococcus neoformans lysis via adenylate kinase release; C. neoformans lysis, adenylate kinase release luminescence, 4 h; normalised: neutral wells 0, clomiphene wells 100; lysis activity, % at 15 µM; 360,000 tested, 0.2% active; AID 651654;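 active means mean lysis activity across replicates of at least 80%, whatever share of replicates individually reach that level; inactive means mean lysis activity below 80%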
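Material: C. neoformans cells | Amount: Yeast cell density of 5 × 10^6 cells/mL | Medium: Fresh YPD growth medium | Dosing: Single dose | Times: Static 4 h at 37 °C with compound, 1 h detection | Detection: AK luminescence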
RAD54 branch: RAD54 (human) branch migration inhibition; Q92698; RAD54 Holliday junction branch migration, FAM/BHQ fluorescence; inhibition, % at 10.4 µM; 360,000 tested, 0.14% active; AID 602329;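 active means mean normalized replicate activity at least 40 and at least half of replicates scoring 40 or more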;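 further: 0% = median of neutral control wells and 100% = median of positive control wells; inhibitors cause a drop in the FAM fluorescence signal; in these data hits start at about 50%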
Starred values were filed as active, the others as inactive; i = inactive; x = no result given; [ ] = remark or other dose.

The line under a structure holds: E-sel inducer, RAD52 inh, ERAP1 inh, miR-122 sensor, PGC1a acetyl inh, PglD inh, Cneo AK release, RAD54 branch
- COCCn1nnnc1C(c1cc2cccc(C)c2[nH]c1=O)N1CCN(c2ccccc2F)CC1 (configuration not stated)
→ x, x, x, 0, -5, -6, 2, -16
- COc1ccc(NC(=O)N(C)C[C@@H]2Oc3ccc(NC(=O)Nc4ccc(C(F)(F)F)cc4)cc3C(=O)N([C@H](C)CO)C[C@H]2C)cc1
→ -0.1, x, x, 2[16.7 µM], -6, 3, -1, -10
- Cc1ccc(NC(=O)Cn2nc(-c3ccccc3Cl)ccc2=O)c(Br)c1
→ 1.3, -14, 0, -4, 0, 0, 4, -3
- CC(=O)c1ccc(NC(=S)NCCc2ccc(S(N)(=O)=O)cc2)cc1
→ 3.7, 0, -1, 0, -2, x, 3, -10
- COC(=O)[C@@H]1[C@@H](CO)[C@@H]2Cn3c(cccc3=O)[C@@H]2N1C(=O)C1CCCC1
→ 0.0, -19, 0, x, 7, x, x, x
- C[C@H](CO)N1C[C@H](C)[C@H](CN(C)Cc2ccc(Oc3ccccc3)cc2)Oc2c(NC(=O)NC3CCCCC3)cccc2C1=O
→ 0.3, 10, 1, 26[16.7 µM], 7, -1, 8, 8
- CC1CCCN(Cc2nc(Cc3ccccc3Cl)no2)C1 (configuration not stated)
→ x, -15, 2, -2, -2, x, x, x
- CCOc1ccccc1N1CC(C(=O)Nc2ccc3c(c2)OCCO3)CC1=O (configuration not stated)
→ -3.5, -17, -4, -5, 5, -2, 14, 7
- Cn1ccc2c(-c3ccc(C(F)(F)F)cc3)cc3c(c21)C1CCC3C1 (configuration not stated)
→ 2.6, -23, x, 4, -1, -6, 0, -1
- O=C(COC(=O)CNC(=O)C1CCCCC1)NCc1ccc(Cl)cc1
→ -0.4, -9, 0, -3, 0, 0, -4, 5
- CC(C)N1CCc2c(sc(NC(=O)c3ccc4ccccc4c3)c2C(N)=O)C1
→ 3.1, i, 1, x, x, -2, -1, -9
- Cc1ccccc1Cn1c2ccccc2c2cnn(CC(=O)NCc3ccco3)c(=O)c21
→ -0.1, -23, -1, -3, -12, 0, 3, 3
- Cn1c(=O)c2c(ncn2CC(=O)OCC(=O)c2ccc(Cl)cc2)n(C)c1=O
→ 2.0, -14, -7, x, 13, -1, 3, 2
- O=C(COC(=O)C1(c2ccccc2)CC1)NNC(=O)c1ccccc1F
→ x, 0, 0, -3, 21, -3, 0, 0
- Cc1ccccc1-n1c(C)nnc1SCc1cc(=O)oc2ccc3ccccc3c12
→ -0.5, x, x, -8, -2, 6, 2, 0
- Cc1cccc(NC(=O)Nc2nnc([C@H]3C[C@H](O)[C@@H](CO)O3)s2)c1
→ 0.0, -2, -1, 0, 16, -5, -5, -1
- Cc1cc(C)nc(NC(=S)Nc2cccc(Cl)c2Cl)c1
→ 4.3, 0, -1, 2, x, 2, 1, -3
- C[C@H](CO)N1C[C@H](C)[C@H](CN(C)C(=O)Nc2ccccc2)Oc2ccc(NC(=O)Nc3cccc4ccccc34)cc2C1=O
→ 1.3, -18, -12, -12[16.7 µM], 0, -1, 2, -2
- CCNC(=O)CC1C(=O)N(c2ccccc2)C(=O)N1CCOC (configuration not stated)
→ -0.2, 7, 1, 0, 7, -9, 4, -5
- COc1ccc(NC(=O)CSc2c(C)n[nH]c2C)cc1
→ x, x, x, -3, 16, -3, 1, 3

Four compounds already listed, ordered by the number in PGC1a acetyl inh, descending.
Structure	PGC1a acetyl inh
O=C(COC(=O)C1(c2ccccc2)CC1)NNC(=O)c1ccccc1F	21
Cc1cccc(NC(=O)Nc2nnc([C@H]3C[C@H](O)[C@@H](CO)O3)s2)c1	16
Cn1c(=O)c2c(ncn2CC(=O)OCC(=O)c2ccc(Cl)cc2)n(C)c1=O	13
C[C@H](CO)N1C[C@H](C)[C@H](CN(C)C(=O)Nc2ccccc2)Oc2ccc(NC(=O)Nc3cccc4ccccc34)cc2C1=O	0

New compounds follow:
The line under a structure holds: E-sel inducer, RAD52 inh, ERAP1 inh, miR-122 sensor, PGC1a acetyl inh, PglD inh, Cneo AK release, RAD54 branch
- CC(C)(C)c1ccc(OC(=O)c2ccccc2)cc1
→ -1.8, -10, 0, x, x, x, 0, 9
- COc1ccc(S(=O)(=O)N(C)c2ccc(C(=O)N3CCC(C(N)=O)CC3)cc2)cc1
→ x, x, x, 1, -1, -1, -2, -5
- NNC(=O)C1C(O)CCC2CN3CCc4c([nH]c5ccccc45)C3CC21 (configuration not stated)
→ -0.2, -91, 3, x, 4, -1, 6, -32
- COC(=O)c1ccc(N2CCN(c3ccccc3)CC2)nc1
→ x, -8, 3, x, -2, 4, -3, -8
- O=C(CSc1nnc2c(n1)[nH]c1ccccc12)Nc1ccc2c(c1)OCO2
→ x, x, x, -4, 3, -2, 3, 5
- c1ccc(Oc2ccc(-c3ccnc4nc(N5CCN(c6ccccc6)CC5)nn34)cc2)cc1
→ x, x, x, -5, 3, 2, 0, -2
- O=C(C[C@@H]1CC[C@@H](NC(=O)c2cccc(F)c2)[C@@H](CO)O1)NCCN1CCCC1
→ 1.0, 3, 0, 1[16.7 µM], 0, 6, -4, 0
- Cc1ccnc(Nc2cccnc2)n1
→ -0.1, 0, -7, -4, 8, 2, 2, -6
- Cn1c2ccccc2c2cnn(CC(=O)NCCCN3CCN(c4ccccc4F)CC3)c(=O)c21
→ x, -5, 3, -1, -7, 1, 3, -3
- CN(C(=O)c1cccc(NC(=O)Cc2ccc(NC(=O)C3CCN(C(=O)C4CCCC4)CC3)cc2)c1)C1CCCCC1
→ -0.2, 8, 3, x, x, 0, -4, 2
- COc1ccc2c3c([nH]c2c1)[C@H](CO)N(Cc1ccc(F)cc1)CC31CCN(Cc2ccccn2)CC1
→ -0.3, -4, -3, x, -5, x, x, x
- COc1ccc(C(=O)NNC(=O)c2ccc(S(=O)(=O)N3CCCCC3)cc2)cc1
→ 0.8, -10, 4, x, 2, x, x, x
- COC(=O)c1ccc(CSc2nc3ccc(C)cc3[nH]2)o1
→ x, x, x, 0, 1, 4, -4, 10
- CC(NS(=O)(=O)c1cccc(C(=O)NCc2ccncc2)c1)c1ccccc1 (configuration not stated)
→ 2.1, 4, -1, 3, 0, 1, -1, 2
- COCCOC(=O)c1c(C)n(C)c2ccc(OC(=O)c3cccs3)cc12
→ x, x, x, 3, -2, -2, 0, 1
- CCC(=O)N1[C@H](CO)[C@@H]2c3ccccc3N(S(=O)(=O)c3ccccc3C)C[C@@H]21
→ -0.5, -4, 2, 0[16.7 µM], -1, 2, 0, -4
- CC(=O)Nc1ccc(OC(=O)c2ccc(Cl)cc2)cc1
→ -0.8, 11, 2, 4, 3, -2, 10, -12
- O=C(NC1CCCCC1)N1CC(=O)N2[C@H](C1)[C@H](c1ccc(-c3ccncc3)cc1)[C@@H]2CO
→ -0.3, 10, 1, x, -4, x, x, x
- Cc1ccc(C2=[N+]([O-])C(C)N(O)C2(C)C)o1 (configuration not stated)
→ x, x, x, -3, -12, -6, 3, 2
- Cc1cc(S(=O)(=O)N2c3ccc(F)cc3CCC2C)ccc1-n1cnnn1 (configuration not stated)
→ -9.2, -20, -4, 13, x, x, x, x
- CCCCCN(C(=O)CCC(=O)OCC(=O)NCc1cccc(OC)c1)c1c(N)n(CCCC)c(=O)[nH]c1=O
→ -1.3, -11, -1, x, x, 5, 0, 10
- CC1(C)CC(N=Cc2c(O)n(Cc3ccc4c(c3)OCO4)c(=O)c3ccccc23)CC(C)(C)N1
→ 4.0, -7, 5, x, -2, x, x, x
- COC(=O)c1ccccc1NC(=O)Cn1cnc2cc(C)c(C)cc21
→ x, 0, 4, x, 0, -6, 2, 2
- COc1ccc(NC(=O)c2cc3c(CO)cnc(C)c3oc2=Nc2cccc(F)c2)c(OC)c1
→ x, -1, 5, 13, -2, -5, 0, -9
- C=CCn1c(SCC(=O)NC23CC4CC(CC(C4)C2)C3)nc(O)cc1=O
→ x, x, x, -1, -19, 2, 4, -6
- CC(Sc1nnc(N)s1)C(=O)Nc1ccc(N2CCOCC2)cc1 (configuration not stated)
→ x, x, x, -4, 7, 21*, 0, 4
- Cc1cccc(C)c1NC(=O)CNC(=O)CCCc1c[nH]c2ccccc12
→ -0.2, 3, 0, 7, x, 6, 1, -10
- O=C(CCn1nnc2ccccc2c1=O)N[C@@H](Cc1c[nH]c2ccccc12)C(=O)O
→ 5.6, -13, -2, -9, -6, 1, 4, 1
- CCCC1Cc2c(sc3nc(SC)nc(N)c23)CO1 (configuration not stated)
→ x, x, x, 11, x, 3, 10, -13
- C[C@@H]1CN([C@@H](C)CO)C(=O)c2cc(N(C)C)ccc2O[C@@H](C)CCCCO[C@@H]1CN(C)C(=O)NC1CCCCC1
→ 0.1, -8, 1, 3[16.7 µM], -5, -1, -3, 9
- CN(C(=O)CSc1n[nH]c(-c2cccs2)n1)C1CCS(=O)(=O)C1 (configuration not stated)
→ 1.7, 13, -2, 2, 2, 2, -2, -13
- COc1ccc(N2CCN(S(=O)(=O)c3cnc[nH]3)CC2)cc1
→ 1.3, -11, -4, x, -5, x, x, x
- CCN(CC)C1CCN(C(=O)c2ccc(OC3CCN(Cc4ccccn4)CC3)cc2)C1 (configuration not stated)
→ x, 1, -4, -5, 4, 1, 3, 10
- CC(=O)Nc1ccc(C(C)=NNC(=O)C2CCCC2)cc1
→ x, -7, 0, -5, 1, -1, 1, 7
- C[C@@H]1CCCCO[C@@H](CN(C)S(=O)(=O)c2ccc(F)cc2)[C@H](C)CN([C@@H](C)CO)C(=O)c2cc(NS(C)(=O)=O)ccc2O1
→ 0.2, -1, 2, 5[16.7 µM], 7, 2, 2, 1
- CCCOc1ccc(C(=O)NNC(=S)NC(C)=O)cc1
→ -2.2, x, x, -2, 8, 0, 0, -3
- C[C@@H]1CN([C@H](C)CO)C(=O)Cc2cc(N(C)C)ccc2O[C@H]1CN(C)CC1CC1
→ -0.1, 6, 1, 1[16.7 µM], 2, 0, 2, -21
- CC(C)NC(=O)Nc1ccc2c(c1)CC(=O)N([C@H](C)CO)C[C@@H](C)[C@@H](CN(C)C(=O)Nc1ccc(C(F)(F)F)cc1)O2
→ -0.1, -14, 2, 0[16.7 µM], 14, -5, -2, 0
- C[C@H](CO)N1C[C@H](C)[C@@H](CN(C)Cc2ccncc2)Oc2ccc(NS(C)(=O)=O)cc2CC1=O
→ -4.5, 0, 7, 2[16.7 µM], 4, -1, 50, 7
- Cc1ccc(N=Nc2c(C)[nH]n(C(N)=S)c2=O)cc1
→ x, -8, -5, 0, -1, 1, -1, -11
- CC(C)NC(=O)c1ccccc1N(Cc1ccccc1)S(C)(=O)=O
→ x, x, x, 1, -4, 6, 0, -6
- COCCCNC(=O)c1cn(CCOC)c(=O)c2c1c1ccccc1n2C
→ -0.1, -8, -5, -12, 0, 5, 0, 2
- CC(C)NC(=O)Nc1ccc2c(c1)C(=O)N([C@H](C)CO)C[C@H](C)[C@H](CN(C)Cc1ccc(C(F)(F)F)cc1)OCCCC[C@H](C)O2
→ x, 12, 1, -7[16.7 µM], 0, 2, 39, -3
- Cc1cc(C)c(O)c(-c2cc(C(=O)NCCc3ccc(S(N)(=O)=O)cc3)[nH]n2)c1
→ 0.2, -6, -1, 3, 10, 3, -1, 4
- CCn1c(-c2ccoc2C)n[nH]c1=S
→ x, x, x, -16, 0, 1, 2, 2
- Cc1nc(-c2ccc(F)cc2)c(CC(=O)N2CCN(S(=O)(=O)c3cccc(Cl)c3)CC2)s1
→ 0.3, -13, -2, -4, -5, 4, 3, 0
- CSc1ccc(C#N)cc1NC(=O)c1ccc(Cl)cc1
→ x, x, x, -4, 9, -3, 1, 0
- COc1ccc(/C(=N/Nc2ncnc3ccccc23)C(=O)O)cc1
→ 0.2, -19, -1, 10, -8, 2, -12, -4
- C[C@@H]1CCCCO[C@@H](CN(C)Cc2ccncc2)[C@@H](C)CN([C@H](C)CO)C(=O)c2cc(NC(=O)Nc3ccc4c(c3)OCO4)ccc2O1
→ 1.7, 3, 0, 7[16.7 µM], 12, -4, 5, -1
